High-throughput results deposited in PubChem by several laboratories.
HIV Rev-RRE inh – HIV Rev-RRE protein-RNA interaction inhibition | P05866 | hit rate 0.79% among 97,000 | inhibition, % at 8 µM | Rev peptide-RRE RNA binding, FRET;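 active means inhibition above the screen-wide mean plus 3 SD, cut at about 35% in these data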;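 further: 0% = median DMSO wells and 100% = median Neomycin B control wells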
Target sequence (P05866 whole entry, looked up): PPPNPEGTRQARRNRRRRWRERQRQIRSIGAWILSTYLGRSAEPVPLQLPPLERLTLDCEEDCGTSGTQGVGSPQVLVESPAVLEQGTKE
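Assay system: Labelled RRE RNA duplex and labelled Rev peptide | Times: 5 min preincubation and 15 min binding, 25 °C | Detection: FRET, ex 480 nm, em 540 and 671 nm | Evaluation: % inhibition of FRET ratio versus controls | Benchmarks: DMSO wells as 0% and neomycin B wells as 100% inhibition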
Plk1 PBD FP – Plk1 (human) PBD binding inhibition. inhibition, %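 (tested at about 20 µM)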. Plk1 PBD phosphopeptide binding, fluorescence polarization. P53350. hit rate 0.13% among 97,000. AID 693; in the data active means inhibition above about 34%, passing the limit was not always enough
CYP2C9 activ – CYP2C9 (human) activation | P11712 | recombinant CYP2C9, luciferin-H conversion, luminescence; stronger effect = higher value; factor 1 = untreated enzyme, 0 = blocked | activation factor at 5 µM | hit rate 1.4% among 96,000 | AID 1024;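 active means activation factor of 2 or more for CYP2C9 at a 5 µM dose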;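 further: 0 = sulfaphenazole-blocked wells and 1 = vehicle-only wells; values of inactives mirror those of a sister screen read the other way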
CYP2C19 inhib – inhibitors of human CYP2C19 | AID 778 | inhibition, % at 5 µM | CYP2C19 Supersomes, luciferin-H EGE luminescence, 30 min | hit rate 21% among 96,000;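 active means CYP2C19 inhibition above a set limit at 5 µM in the primary screen, cut at about 50% in these data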;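 further: plate controls were negative control wells for no effect and 2.5 mM tranylcypromine positive control for full effect; values of inactives mirror those of a sister screen read the other way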
Target sequence (P33261 whole entry, looked up): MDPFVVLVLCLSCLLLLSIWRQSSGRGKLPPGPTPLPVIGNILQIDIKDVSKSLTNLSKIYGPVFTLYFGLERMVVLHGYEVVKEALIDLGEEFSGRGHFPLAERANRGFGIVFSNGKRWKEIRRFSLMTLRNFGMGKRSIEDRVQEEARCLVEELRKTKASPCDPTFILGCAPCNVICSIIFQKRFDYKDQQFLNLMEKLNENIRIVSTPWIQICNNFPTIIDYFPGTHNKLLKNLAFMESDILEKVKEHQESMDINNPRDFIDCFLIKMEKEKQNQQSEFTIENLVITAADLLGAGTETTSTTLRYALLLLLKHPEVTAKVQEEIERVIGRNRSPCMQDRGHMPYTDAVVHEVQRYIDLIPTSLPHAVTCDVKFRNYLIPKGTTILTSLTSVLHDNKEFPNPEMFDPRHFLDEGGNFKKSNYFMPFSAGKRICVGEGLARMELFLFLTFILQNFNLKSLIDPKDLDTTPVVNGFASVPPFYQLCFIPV
CYP2C19 activ – cytochrome P450 2C19 (human) activation; P33261; recombinant CYP2C19, luciferin-H EGE luminescence; stronger effect = higher value; 0 = fully inhibited enzyme, 1 = untreated enzyme; activation factor at 5 µM; 96,000 tested, under 10 active; AID 1025;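 active means activation factor of at least 2 at 5 µM in the primary screen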;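 further: 0 = wells with 2.5 mM tranylcypromine and 1 = vehicle-only wells; values of inactives mirror those of a sister screen read the other way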
PLK1 inh – blocks human PLK1 kinase activity | AID 619 | P53350 | hit rate 0.53% among 97,000 | recombinant PLK1 kinase, TR-FRET peptide phosphorylation | inhibition, % at 10 µM;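 active means inhibition of 50% or more in the single-concentration screen; inactive means inhibition below 50%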;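 further: 0% = DMSO max control and 100% = H-89 dihydrochloride min control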
PLAP activator – human PLAP activation | P05187 | hit rate 1.2% among 96,000 | purified PLAP enzyme, luminescent substrate read-out; stronger effect = higher value | AID 696 | activation fold at 20 µM; in the data active means activation fold above about 2
Target sequence (P05187 whole entry, looked up): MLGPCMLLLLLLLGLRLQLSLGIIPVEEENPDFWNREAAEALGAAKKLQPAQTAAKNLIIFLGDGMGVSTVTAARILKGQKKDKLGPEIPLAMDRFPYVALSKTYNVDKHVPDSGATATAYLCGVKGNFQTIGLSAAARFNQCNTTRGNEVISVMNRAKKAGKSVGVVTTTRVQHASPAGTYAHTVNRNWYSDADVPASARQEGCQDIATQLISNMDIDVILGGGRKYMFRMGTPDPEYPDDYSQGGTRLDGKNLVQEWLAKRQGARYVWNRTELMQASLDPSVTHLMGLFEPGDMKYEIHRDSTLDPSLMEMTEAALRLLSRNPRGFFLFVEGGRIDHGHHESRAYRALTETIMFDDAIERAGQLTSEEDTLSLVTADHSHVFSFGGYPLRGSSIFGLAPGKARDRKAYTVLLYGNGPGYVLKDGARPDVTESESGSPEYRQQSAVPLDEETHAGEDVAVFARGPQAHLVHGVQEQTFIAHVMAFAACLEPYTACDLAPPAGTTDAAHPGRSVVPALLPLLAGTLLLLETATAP
EphB4 ephrin blk – EphB4-ephrin-B2 interaction antagonism; inhibition, % at 7 µM; P54760; EphB4 LBD / TNYL-RAW-Alexa532 peptide, fluorescence polarization; hit rate 0.15% among 97,000;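 active means inhibition above the screen-wide mean inhibition plus 3 SD, cut at about 15% in these data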;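 further: 0% = DMSO wells and 100% = excess unlabeled TNYL-RAW peptide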
CYP2C9 inhib – inhibitors of human CYP2C9. inhibition, % at 5 µM. CYP2C9 Supersomes, luciferin-H conversion, luminescence. P11712. AID 777. hit rate 20% among 96,000;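 active means blocking of liver enzyme CYP2C9 beyond about 50% at 5 µM, limit read from the data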; further: values of inactives mirror those of a sister screen read the other way
The depositor's hits bear a star; x = not tested or not shown.

SMILES	HIV Rev-RRE inh	Plk1 PBD FP	CYP2C9 activ	CYP2C19 inhib	CYP2C19 activ	PLK1 inh	PLAP activator	EphB4 ephrin blk	CYP2C9 inhib
N#Cc1nc(-c2ccc(Cl)cc2)oc1NCCc1ccccn1	13	1	0.9	17	0.8	-6	1	3	14
CC(C)C(=O)N1CCN(c2c(Cl)cccc2[N+](=O)[O-])CC1	6	5	0.8	39	0.6	-3	1	-2	21
c1ccc(N2CCN(c3cnc4ccccc4n3)CC2)cc1	12	5	1	51*	0.5	1	1.2	1	5
C=CCNC(=O)c1onc(CSc2cc(C)ccc2C)c1C(=O)O	0	-6	0.2	9	0.9	-6	1.1	-10	77*
CSc1nsc(NC(=O)Cc2ccccc2)n1	2	11	0.7	65*	0.3	1	1	-2	30
CCn1c(=O)cc(N2CCCCC2)[nH]c1=O	5	-24	1.2	-9	1.1	-4	1.1	-7	-20
COc1ccc(NC(=O)NC2CCN(C(C)C)CC2)c(OC)c1	0	-11	0.7	-5	1.1	-5	1.1	0	30
CSc1nnc(Cc2cc(=O)[nH]c(=O)[nH]2)n1-c1cc(C)ccc1C	5	-8	1	-1	1	-8	1.1	7	1
C=CCn1c(CCNC(=O)c2cccs2)nnc1SCC(=O)Nc1cccc(C(C)=O)c1	5	26	0.3	43	0.6	-6	0.9	5	74*
Cc1nn(C)c(C)c1/C=N/N=C1\CCC2C3CCc4cc(O)ccc4C3CCC12C (stereo unspecified)	-3	-10	0.7	43	0.6	-10	1.7	-3	29
O=C(Cn1nc(C(F)F)cc1C1CC1)NCCC1=CCCCC1	0	-22	1	68*	0.3	-20	1.1	-4	0
O=C(O)Cn1c(SCCOc2ccccc2)nc2ccccc21	1	-6	0.8	4	1	-10	1.1	3	20
Cc1cc(C)nc(SCCS(=O)(=O)Cc2ccccc2)n1	1	-9	1.2	83*	0.2	-5	0.9	2	-24
CC(C)C(C(=O)NCc1ccco1)N(C(=O)CNS(=O)(=O)c1ccc(Cl)cc1)C1CCCC1 (stereo unspecified)	-2	5	0.8	14	0.9	6	1.6	-5	18
Cc1csc(NC(=O)CSc2ncn(-c3ccccc3)n2)n1	7	-29	0.8	19	0.8	-4	1	3	20
Cc1ccc(-n2c(-c3cccc(C)c3)n[nH]c2=S)cc1	-4	-10	0.8	38	0.6	-10	1.8	-2	24
COc1ccc(N2CCN(c3oc(-c4ccc(OC)c(OC)c4)nc3C#N)CC2)cc1	-1	-14	0.7	48	0.5	-11	1.6	-6	34
c1cc(-n2cnnn2)ccc1NC1=NCCC1	1	-10	1.3	-16	1.2	-2	1	-4	-27
COc1ccc(C(=O)Cn2nnc(-c3ccccc3NC(=O)C(F)(F)F)n2)cc1	22	-15	1.2	2	1	-5	0.8	12	-16
COc1ccc(OC)c(N(CC(=O)Nc2cccnc2)S(C)(=O)=O)c1	4	2	0.7	56*	0.4	-9	1	-3	33
COc1ccccc1N1CCN(C(=O)c2ccoc2C)CC1	11	20	0.8	74*	0.3	-8	1.5	5	16
Cc1ccc(Cn2nnc(C(=O)Nc3cc(C)ccc3C)c2N)cc1	15	7	x	x	x	-5	x	-3	x
CCc1ccc(-c2nc(CS(=O)CC(=O)NCc3cccnc3)c(C)o2)cc1 (stereo unspecified)	x	x	0.3	15	0.8	x	1.5	x	70*
CCCCn1c(N2CCC(Cc3ccccc3)CC2)nc2c1c(=O)[nH]c(=O)n2C	4	18	0.5	66*	0.3	-2	0.9	0	50
CCNC(=O)CN(c1ccc(OC)c(OC)c1)S(=O)(=O)c1ccccc1	-3	-6	1.1	8	0.9	-5	0.9	-6	-9
Cc1onc(-c2ccccc2Cl)c1C(=O)Nc1ccc(-n2nncc2-c2ccco2)cc1	13	-12	0.1	99*	0	3	1	-4	93*
CCn1ccc(C(=O)Nc2ccc(S(=O)(=O)Nc3ccccc3OC)cc2)n1	5	-5	0.2	81*	0.2	-30	1.2	-4	82*
Brc1ccc(C2=Nn3c(nnc3-c3ccncc3)SC2)cc1	2	4	x	x	x	18	x	3	x
COc1ccccc1NC(=S)N1CCN(C(=O)c2ccco2)CC1	11	1	1.3	-8	1.1	-2	1.1	3	-27
CCOC(=O)c1csc(NC(=O)c2ccccc2)n1	1	5	0.6	74*	0.3	-15	1.1	0	43
CCN(CC)C(=O)CSc1nc2ccccc2c(=O)n1-c1cccc(OC)c1	3	12	0.3	33	0.7	6	1.4	-8	71*
COc1ccc(O)c(C2NC(CC(C)C)(C(=O)O)C3C(=O)N(Cc4ccccc4)C(=O)C23)c1 (stereo unspecified)	x	x	1	0	1	x	1.6	x	4
C=CCN1C(=O)C(CC(=O)NCC)SC1=Nc1ccc(S(N)(=O)=O)cc1 (stereo unspecified)	7	6	x	x	x	-5	x	0	x
COc1ccc(-c2noc(CSc3nc(-c4ccccc4)cc(=O)[nH]3)n2)cc1	2	-9	1.1	-18	1.2	-1	1.4	2	-8
Cc1ccc(N2C(=O)CCSC23C(=O)Nc2ccccc23)cc1 (stereo unspecified)	-1	9	1.2	-7	1.1	-8	1.7	-1	-21
CCC(=O)Nc1ccc2oc(-c3ccccc3Br)nc2c1	6	16	1.5	20	0.8	-6	1.1	3	-53
CCOC(=O)c1cccc(NC(=O)CSc2nc3ccccc3c(=O)n2CC)c1	7	16	0.5	8	0.9	-10	0.9	4	51*
CCOC(=O)c1c(NC(=O)CN2CCOCC2)sc(C(=O)NC)c1C	0	-5	0.6	37	0.6	-12	1.5	-4	39
Cn1cc(SCC(=O)N2CCCc3ccccc32)c2ccccc21	6	-3	0.8	98*	0	-7	1.5	0	18
COc1ccc(C2C=C(c3ccccc3)Nc3nc(CCCO)nn32)cc1 (stereo unspecified)	40*	-27	0.3	28	0.7	-28	1.2	-3	67*

Compound profiles (already shown):
CCN(CC)C(=O)CSc1nc2ccccc2c(=O)n1-c1cccc(OC)c1 is listed as HIV Rev-RRE inh = 3; Plk1 PBD FP = 12; CYP2C9 activ = 0.3; CYP2C19 inhib = 33; CYP2C19 activ = 0.7; PLK1 inh = 6; PLAP activator = 1.4; EphB4 ephrin blk = -8; CYP2C9 inhib = 71*
Cc1ccc(N2C(=O)CCSC23C(=O)Nc2ccccc23)cc1 (stereo unspecified) is listed as HIV Rev-RRE inh = -1; Plk1 PBD FP = 9; CYP2C9 activ = 1.2; CYP2C19 inhib = -7; CYP2C19 activ = 1.1; PLK1 inh = -8; PLAP activator = 1.7; EphB4 ephrin blk = -1; CYP2C9 inhib = -21
Cc1onc(-c2ccccc2Cl)c1C(=O)Nc1ccc(-n2nncc2-c2ccco2)cc1 is listed as HIV Rev-RRE inh = 13; Plk1 PBD FP = -12; CYP2C9 activ = 0.1; CYP2C19 inhib = 99*; CYP2C19 activ = 0; PLK1 inh = 3; PLAP activator = 1; EphB4 ephrin blk = -4; CYP2C9 inhib = 93*

Other structures
SMILES	HIV Rev-RRE inh	Plk1 PBD FP	CYP2C9 activ	CYP2C19 inhib	CYP2C19 activ	PLK1 inh	PLAP activator	EphB4 ephrin blk	CYP2C9 inhib
COc1cccc(C(=O)/C=C/Nc2cccc(O)c2)c1	23	25	0.7	91*	0.1	2	0.7	-4	28
COC(=O)c1ccccc1NC(=O)CC#N	x	x	1.1	1	1	x	1	x	-10
N#C/C(=C\c1ccccc1Cl)C(=O)NC(=O)Oc1ccccc1	5	-4	1.2	-1	1	9	1.4	-4	-23
O=C(CSc1ncnc2c1nnn2-c1ccc(F)cc1)NCC1CCCO1 (stereo unspecified)	1	10	0.8	19	0.8	-13	0.9	2	23
COc1ccc(CNC(=O)CN(CC2CCCO2)C(=O)CNS(=O)(=O)c2ccc(F)cc2)cc1 (stereo unspecified)	x	x	0.6	42	0.6	x	1.5	x	38
Cc1cnc(NC(=O)CSc2nnc(Cc3ccccc3)o2)s1	1	0	0.8	31	0.7	-11	0.9	-4	16
COc1cc(S(=O)(=O)N2CCCC3(CCCCC3)C2)ccc1-n1cnnn1	2	-7	1	39	0.6	-3	1.4	2	-4
Fc1cccc(NC(=S)N2CCCCC2)c1	5	-33	0.9	32	0.7	-6	1	-1	12
O=C(CSc1nc(-c2ccccc2Cl)ns1)NCc1ccco1	-3	-14	0.4	36	0.6	-6	0.9	-6	63*
Cc1nn(Cc2ccc(C(=O)N3N=C(C(F)F)CC3(O)C(F)F)cc2)c(C)c1[N+](=O)[O-] (stereo unspecified)	11	0	0.7	10	0.9	-14	1.2	-2	25
COc1ccc(NC(=O)C(=O)NNC(=O)c2cccs2)c(OC)c1	-3	6	1	9	0.9	-8	1	-11	0
Cc1ccc(-c2cc(-c3ccccc3)nc(N/N=C/c3cccnc3)n2)cc1	2	4	x	x	x	-13	x	6	x
CCOC(=O)c1cccc(NC(=O)CSc2nnc(C)n2Cc2ccccc2)c1	6	-1	0.1	87*	0.1	0	1.8	-1	91*
COC(=O)c1ccc(CSc2nnc(N)s2)cc1	x	x	0.7	74*	0.3	x	0.9	x	26
CCN(CC)C(=O)c1n[nH]c(=O)c2ccccc12	4	-5	1.2	-26	1.3	-8	1	7	-23
CC(C)CCN1C(=O)c2ccc(C(=O)NCc3ccco3)cc2C1=O	8	11	0.5	29	0.7	-12	0.9	-2	49
Cc1cccc(Oc2ccc(N)cc2)c1	7	-18	0.7	84*	0.2	-7	0.9	0	29
O=C(NCCn1cccc1)c1cccc2ccccc12	1	-16	1.7	24	0.8	-10	0.7	-1	-71
c1ccc(-c2nc(N3CCN(c4ccccc4)CC3)nc(-n3ccnc3)n2)cc1	-3	-15	0.3	52*	0.5	-4	0.9	1	66*
Cn1c(=O)n(CCC(=O)O)c2ccccc21	8	-7	1	-2	1	-3	1	8	2
Cc1[nH]c2ccccc2c1-c1nc2ccccc2[nH]1	x	x	0.3	39	0.6	x	0.8	x	68*
O=C(CSc1nc2c(c(=O)n1-c1ccc(Cl)cc1)SCC2)N1CCCC1	x	x	1.2	-13	1.1	x	1.2	x	-16
Cc1c(C(=O)Nc2ccccc2Cl)oc2ccc(S(=O)(=O)N3CCC4(CC3)OCCO4)cc12	-3	-28	0.7	8	0.9	-10	1.2	-4	31
Cc1nc(-c2cccc(S(=O)(=O)N3CCC(C)CC3)c2)cs1	14	-27	0.6	20	0.8	-6	0.9	4	41
O=C(/C=C/Nc1ccc(F)cc1)c1ccc(Oc2ncccn2)cc1	-1	-20	1	2	1	6	0.9	-3	-1
COc1ccc(CCNc2oc(-c3ccco3)nc2C#N)cc1	4	-2	x	x	x	-6	x	4	x
COc1ccc(/C=C(\NC(=O)c2ccc(OC)c(OC)c2)C(=O)NCCc2c[nH]c3ccccc23)cc1	0	1	0.6	35	0.6	5	1.3	8	42
Oc1c(C(c2ccco2)N2CCN(C(c3ccccc3)c3ccccc3)CC2)sc2ncnn12 (stereo unspecified)	11	-8	0.1	95*	0	6	2.1*	2	94*
O=C(NCCCN1CCOCC1)c1ccccc1	8	-1	0.9	-7	1.1	4	0.8	0	11
CS(=O)(=O)N(CC(=O)NC1CCCC1)c1ccc2c(c1)OCCO2	11	-22	0.9	21	0.8	-8	1.1	-2	9
O=C(NCC(=O)N(Cc1ccco1)C(C(=O)NC1CCCC1)c1ccncc1)c1cccs1 (stereo unspecified)	7	-23	x	x	x	-9	x	6	x
CC(C)(C)c1ccc(C(=O)CS(=O)(=O)c2ccccc2)cc1	12	16	1	44	0.6	-10	1	3	-4
Cc1ccc(N=c2c([N+](=O)[O-])nn(-c3ccccc3)n2O)c(C)c1	11	-10	0.7	48	0.5	-11	1	-1	29
O=C(CSc1ncnc2c1oc1ccccc12)Nc1ccccc1C(F)(F)F	x	x	0.2	44	0.6	x	1	x	85*
CCOC(=O)C(CC)/C(C)=N/NC(=O)c1ccc([N+](=O)[O-])cc1 (stereo unspecified)	7	19	1	26	0.7	-9	1	-4	-1
Cc1nc2nc[nH]n2c(=O)c1NC(=O)CCc1ccccc1	x	x	0.9	-10	1.1	x	0.9	x	14
